Compound activity: PubChem, National Center for Advancing Translational Sciences (NCATS)
KCNH2 3.1 inh – qHTS for Inhibitors of KCHN2 3.1: Mutant qHTS; AID 720553, 2013; U2OS KCNH2 3.1, thallium flux FluxOr; hits give low values; hit rate 0.95% among 340,000; activity change, % (tested at about 1.8 µM); Potassium voltage-gated channel subfamily H member 2, brain isoform KCNH2 3.1 (human);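 active = maximum activity change below -70%; inconclusive = maximum activity change from -70% to -50%; inactive = maximum activity change above -50%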;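 note: thallium influx rate constant from kinetic fluorescence after stimulation buffer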
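Channel expression came from 3.1 mutant virus (1.77 x 10^8 /mL) applied to suspended U2OS cells for 4 h. Flux was tracked with FluxOr dye plus Red40 quencher, and kinetic rate constants normalized to controls.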
uPA generation – qHTS for Inhibitors of Cell Surface uPA Generation | AID 540303, 2011 | cell surface uPA generation assay, qHTS | hit rate 0.31% among 330,000 | Potency, µM (highest dose often 38.3 µM), inactives show at the highest dose activity change, negative = inhibition, usual class: inhibitors; active = well fitted inhibition curve with a large enough effect; inconclusive = small, poorly fitted or top-dose-only effect; inactive = no such curve, though single readings can be large or run the other way; tested in mouse RAW 264.7 cells; note: potency is the fitted concentration of half-maximal effect; nearly all actives have a fitted effect of over 55% in size
Giardia killer – Small Molecules that selectively kill Giardia lamblia: qHTS. hit rate 0.15% among 340,000. Giardia lamblia trophozoite viability. activity change, % at 7.66 µM, hits read low; in the data active = activity change below about -80%; inconclusive = between about -30% and that limit;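 note: parasites exposed to compound for two days anaerobically before the ATP read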
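Trophozoite viability was measured as ATP-dependent luminescence, read 15-30 min after reagent addition. Before that, parasites at 100 cells/well were exposed to compounds for 48 h, anaerobically, at 37 deg C.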
The depositor's hits bear a star; ? = inconclusive; [ ] = another dose, or the depositor's remark. % is set by controls: 0 for no effect and ±100 for the full control effect. An excerpt (hit frequency here may not be typical).

Sequence of screens – KCNH2 3.1 inh | uPA generation | Giardia killer
COc1ccc([C@H]2/C=C\CN(S(=O)(=O)c3cccc4cccnc34)[C@@H](C)C(=O)N2Cc2ccc(F)cc2)cc1
    -19 | -18% | 15
O=C(NNc1ccccc1)C(=O)NNc1ccccc1
    -1 | 0% | -13
COC1=C(Br)C(=O)c2ncccc2C1=O
    -8 | -10% | 5
Cc1cccc(-c2ccc3c(c2)C2CC3CCN2Cc2ccc3c(c2)OCO3)c1 (centres undefined)
    -76* | 10% | 31[activator]
Clc1nccc(N2CCN(c3ccccc3Cl)CC2)n1
    -11 | -3% | -13
O=C(O)c1cc(-c2ccccc2)nn1CC1CC(c2cccc([N+](=O)[O-])c2)=NO1 (centres undefined)
    15 | 3% | 0
Cc1ccc(NCC2(N=Cc3ccccc3)OC(CO)C(O)C2O)cc1 (centres undefined)
    1 | 6% | -12
COc1cc(=O)oc(-c2ccccc2)c1C(C)=O
    12 | -3% | -8
C[C@]12CC[C@@H]3c4ccc(O)cc4CC[C@H]3[C@@H]1CC[C@@H]2OC(=O)CCC1CCCC1
    4 | 11% | 31[activator]
CCCCN1CC[C@H]2C=CC[C@@H](C(=O)N3CCN(c4ccccc4)CC3)[C@H]2C1=O
    3 | 4% | -3
CC(C)CCNC(=O)Cn1c(NCCC(C)C)nc2c1c(=O)n(C)c(=O)n2C
    3 | 8% | -16
CN(C(=O)c1cccc(NC(=O)Cc2cccc(NC(=O)C3CCN(C(=O)C4CCCC4)CC3)c2)c1)C1CCC1
    -14 | 15% | -11
COc1ccc(S(=O)(=O)NCC(=O)NCCc2ccc(OC)c(OC)c2)cc1
    -12 | 7% | -23
Cc1c2ccccc2nc2ccccc12
    4 | -5% | 9
OCC[C@@H]1C[C@H](O)[C@@H](O)[C@]2(CCCCO2)O1
    11 | -1% | 18
CCC(C)NC(=O)C1(N2C(=O)c3ccccc3C2=O)CCCC1 (centres undefined)
    -14 | -1% | 13
O=C(Nc1ccccc1)C1=C[C@H](c2ccccc2)C[C@H](OCCCCO)O1
    5 | -3% | 6
CC(C)C(=NO)c1ccccc1
    5 | 3% | 8
Cc1ccc(NC(=O)CN(C)C(=O)C2CCC2)cc1
    18 | 3% | -16
CC1(C)Cc2c(c(N3CCOCC3)nc3sc4c(NCCN)ncnc4c23)CO1
    1 | 9% | 3
Cn1cc(C(=O)N/N=C/C2=C(N3CCOCC3)C(=C/c3ccc([N+](=O)[O-])cc3)/CC2)ccc1=O
    0 | -1% | 12
CC(C)(NC(=O)N1CCOCC1)c1cccc(C(C)(C)NC(=O)N2CCOCC2)c1
    -18 | 1% | -9
CCCC(O)(c1ccccc1)C(c1ccccc1)c1ccccn1 (centres undefined)
    20 | 1% | -11
CC(C)CCC1(CCO)C(=O)N=C(N)NC1=O (centres undefined)
    4 | 2% | 5
CC(=O)C(=Nc1cccc(Cl)c1)NNc1ccccc1C
    22 | -28% | -1
O=C(CSc1ncccn1)NCC1CCCO1 (centres undefined)
    0 | 6% | -13
CC(C)(C)OC(=O)N1CCCC(C(=O)Nc2ccc(C(=O)NCc3ccccc3)cc2)C1 (centres undefined)
    0 | -1% | 3
CCOc1ccc(C(=O)N2CCN(c3ncccn3)CC2)cc1
    -5 | 11% | -7
O=C1CCC(c2ccccc2)N1c1ccccc1 (centres undefined)
    7 | 6% | -2
CCOC(=O)C1(CCOc2ccccc2)CCN(C(=O)CCSC)CC1
    6 | 1% | 4

Sequence of screens – KCNH2 3.1 inh | uPA generation | Giardia killer
O=C(c1cc(-c2cccnc2)nc2ccccc12)N1CCN(S(=O)(=O)c2ccc(Cl)s2)CC1
    -10 | -14% | 16
NC(=O)C1CCN(CCCNC2CC(=O)N(Cc3ccc(N4CCCC4=O)cc3)C2=O)CC1 (centres undefined)
    1 | 9% | -19
COc1cccc(C=NNc2nc3ccccc3s2)c1OC
    12 | -7% | -11
Nc1c(N(Cc2ccccc2)C(=O)COc2ccc([N+](=O)[O-])cc2)c(=O)[nH]c(=O)n1Cc1ccccc1
    14 | ? | -16
CCO[C@@H]1OC(C(=O)N2CCOCC2)=C[C@H](C(C)(C)C)[C@H]1CCCO
    0 | 7% | -18
Cc1ccc(C)c(OCCC(=O)OCC(=O)Nc2cccnc2Cl)c1
    -1 | -6% | -1
Cc1[nH]c2ccccc2c1C1=CC(=O)C=CC1=O
    -26 | -14% | 3
Cc1cc2oc(C(=O)N3CCN(Cc4ccccc4)CC3)c(C)c2cc1C
    13 | 3% | 18
CC(=NNC(=O)C(C)SC(C)C(=O)NN=C(C)c1cccnc1)c1cccnc1 (centres undefined)
    -4 | 0% | 8
COc1cc(/C=C/C(=O)O)cc(OC)c1O
    8 | -3% | -3
Cc1cc(C)c(C)c(S(=O)(=O)Nc2cccnc2)c1C
    4 | 0% | 36[activator]
O=C(Nc1ccc(N2CCOCC2)c(S(=O)(=O)Nc2ccccc2Cl)c1)c1ccc(=O)[nH]n1
    -1 | -3% | -3
CC(CNC(=O)c1ccccc1Cl)NC(=O)c1ccccc1Cl (centres undefined)
    3 | -7% | 32[activator]
NC1=NC[C@H](Cc2ccccc2)N1CC1CCCCC1
    4 | -21% | -16
O=C(NCCN1CCOCC1)c1ccc(CS(=O)(=O)c2ccc(Br)cc2)o1
    5 | 0% | 22
CC(C)C[C@H]1CNC(=S)N1CC1CCCN1C[C@H](CC(C)C)N1C[C@H](CC(C)C)N(CCc2ccccc2)C1=S (some centres undefined)
    2 | 14% | 0
Cc1ccc(S(=O)(=O)/N=C2\C=C(NS(=O)(=O)c3ccccc3)C(=O)c3ccccc32)c(C)c1
    1 | 2% | -8
CC1c2ccccc2N(S(=O)(=O)c2ccccc2)C1C (centres undefined)
    -19 | -8% | -7
CCOC(=O)c1c(NC(=O)CSc2nnc(-c3ccc(OC)cc3)o2)sc2c1CCC2
    -10 | -3% | 10
O=C(O)c1cccc(NC(=S)NC(=O)c2cncc(Br)c2)c1
    -21 | 2% | 1
O=[N+]([O-])/C(Cl)=C(/NCCO)C(Cl)=C(Cl)Cl
    1 | -8% | -100*
CCOc1ccccc1C(=O)NCCCCNC(=O)c1ccccc1OCC
    0 | -2% | 5
Cc1cc(=O)n2cn[nH]c2n1
    18 | 2% | -4
CCOc1ccc(OCC(=O)Nc2cccc(S(=O)(=O)NC3=NCCC3)c2)cc1
    -17 | -3% | -22
O=[N+]([O-])c1cc(-c2csc(NCCc3nc4cc(Cl)c(Cl)cc4n3CCCO)n2)ccc1Cl
    -13 | -4% | 41[activator]
C=CCOC(=O)N1CCC2CC1c1cc(-c3cccc(C)c3)ccc12 (centres undefined)
    10 | 9% | -9
CCOc1ccc(C=NN2CCCCCC2)cc1OCC
    0 | -3% | 4
COc1ccc(C(=O)N(Cc2ccco2)Cc2cc3cc(C)ccc3[nH]c2=O)cc1OC
    -9 | 3% | -5
CN(Cc1ccccc1)C(=O)c1ccc(NC(=O)Cc2ccc(NC(=O)C3CCCN(C(=O)C4CCC4)C3)cc2)cc1 (centres undefined)
    -10 | 5% | -28
CCOc1cc(C(=O)N2CCC(CC3CC(c4ccccc4)=NO3)(C(=O)NCc3ccc(OC)cc3)CC2)cc(OCC)c1OCC (centres undefined)
    -8 | -17% | -12

Sequence of screens – KCNH2 3.1 inh | uPA generation | Giardia killer
N#CC(CCc1ccccc1[N+](=O)[O-])(CCc1ccccc1[N+](=O)[O-])C(N)=O
    -121* | 0% | -12
CCN1C[C@@H]2[C@@H]3C(=O)N(C)C(=O)[C@@H]3[C@](Cc3ccccc3)(C1=O)N2C(=O)c1ccc(Br)cc1
    3 | -2% | 29
COc1ccc(C(=O)NCCNC(=O)c2ccc(OC)cc2)cc1
    -8 | 0% | -21
CC(C)(C)c1ccc(C2=CC(c3ccccc3)n3ncnc3N2)cc1 (centres undefined)
    12 | ? | 20
O=C(Nc1ccc(F)c(Cl)c1)c1ccccc1NC(=O)C1CCCCC1C(=O)O (centres undefined)
    1 | -2% | -20
COc1ccc(NC(C)=O)c([N+](=O)[O-])c1[N+](=O)[O-]
    7 | -2% | -22
C=CCOC(=O)C1=C[C@@H](c2ccc3c(c2)OCO3)C[C@@H](OCCCCO)O1
    33 | -15% | ?
Cc1cc(C(=O)Nc2ccon2)ccc1[N+](=O)[O-]
    -1 | -1% | 20
CCc1nc(SCC(=O)Nc2ccc(N(CC)CC)cc2)n[nH]1
    5 | 3% | -10
NC(=S)NN=CCn1cc([N+](=O)[O-])c(=O)[nH]c1=O
    -5 | 3% | -5
CCc1ccc(Nc2ccc3nonc3c2[N+](=O)[O-])cc1
    -159* | -2% | 20
CCN1C[C@@H]2[C@@H]3C(=O)N(Cc4ccccc4)C(=O)[C@@H]3[C@](CC)(C(=O)OC)N2C1=NCc1ccccc1
    1 | 8% | 9
CC(=NN1CC(=O)NC1=O)c1ccc([N+](=O)[O-])o1
    3 | -6% | ?
CC(NC(=O)c1cccc(F)c1)C1CC2CCC1C2 (centres undefined)
    11 | 5% | -3
C(=NN1CCCCCC1)c1ccc2ccccc2n1
    -3 | -19% | ?
CN(C)c1ccc2cc(S(=O)(=O)O)cc(O)c2c1
    28 | -2% | 9
CN(C)Cc1c[nH]c2nc[nH]c(=O)c12
    -3 | -2% | -15
O=C(CCS(=O)(=O)c1ccccc1)Nc1nc(-c2ccccn2)cs1
    -14 | ? | ?
CCOC(=O)Nc1ccc(S(=O)(=O)Nc2onc(C)c2C)cc1
    2 | 2% | -28
O=C(NC1=NCCS1)c1cccc(Br)c1
    1 | -6% | 5
O=C(NNc1ccccc1)NC(Cc1ccccc1)C(=O)O (centres undefined)
    10 | -2% | 5
O=C(CC(O)(CC(=O)OCc1ccccc1)C(=O)OCc1ccccc1)OCc1ccccc1
    ? | -1% | -1
CSCCC(NC(=O)COc1ccccc1)C(=O)OCc1ccc(Cl)cc1 (centres undefined)
    -4 | 2% | -22
O=C(NCCc1ccccc1)C1CCC(Cn2c(=O)c3ccccc3n(Cc3cccc(Cl)c3)c2=O)CC1 (centres undefined)
    9 | -1% | -10
CCOc1ccc(S(=O)(=O)Nc2cccc(Cl)c2)cc1
    -8 | ? | 4
O=[N+]([O-])c1ccc(O)c(C2CCCCC2)c1
    7 | 3% | -20
COC(=O)CCC(=O)Nc1nc(-c2ccccc2)cs1
    9 | -2% | -5
CN=C1NC(C)(C)C2CCC(C)(CC2)S1
    7 | -1% | -18
COc1ccc(N2CC(C(=O)N3CCc4ccccc43)CC2=O)cc1 (centres undefined)
    18 | 0% | 17
CN(C(=O)c1ccc(NC(=O)Cc2cccc(NC(=O)C3CCCN(C(=O)C4CCC4)C3)c2)cc1)C1CC1 (centres undefined)
    -3 | ? | -28

Sequence of screens – KCNH2 3.1 inh | uPA generation | Giardia killer
CC(=O)n1c(-c2ccccc2)c(-c2ccccc2)n(C)c1=O
    -2 | -1% | -15
Cc1ccc(Nc2nnc(SCC(O)=C(C#N)c3nc4ccccc4[nH]3)s2)c(C)c1
    -14 | 2% | -17
CC(C(=O)O)n1cc(C#N)c(=O)[nH]c1=O (centres undefined)
    6 | -2% | -18
O=C(NCC1CCCO1)c1nn2c(C(F)(F)F)cc(-c3ccco3)nc2c1Cl (centres undefined)
    -8 | 2% | 10
CC(=O)C(C(c1ccccc1)N1CCCc2ccccc21)N1CCOCC1 (centres undefined)
    -4 | 7% | 16
OC(COc1ccccc1)CN1CCN(c2ccccc2)CC1 (centres undefined)
    -7 | -2% | 10
O=C(NNc1nc(N2CCCC2)nc(N2CCCC2)n1)c1ccccc1
    -4 | -1% | 12
O=C(Cc1ccc(NC(=O)C2CCN(C(=O)C3CCC3)CC2)cc1)Nc1ccc(C(=O)N2CCOCC2)cc1
    0 | 8% | -3
OC(Cc1cccnc1)(c1ccccc1)c1ccccc1
    -7 | -1% | -12
COc1ccc(NC(=O)CN(C)C(=O)c2cccc(S(=O)(=O)N3CCN(c4ccc(F)cc4)CC3)c2)cc1
    8 | ? | -20
COC(=O)c1c(-c2ccccc2)noc1-c1ccccc1
    -7 | 4% | 4
Cc1ccc(S(=O)(=O)NNC(=O)c2cc([N+](=O)[O-])c(C)c([N+](=O)[O-])c2)cc1
    5 | -3% | -1
COc1cc(C2(c3ccc(O)c(OC)c3)C(=O)Nc3c(C)cc(Br)cc32)ccc1O
    -1 | 2% | -2

Compound profiles, as listed above:
Results for `COc1ccc(NC(=O)CN(C)C(=O)c2cccc(S(=O)(=O)N3CCN(c4ccc(F)cc4)CC3)c2)cc1` = KCNH2 3.1 inh = 8; uPA generation = ?; Giardia killer = -20
Results for `OC(COc1ccccc1)CN1CCN(c2ccccc2)CC1` (centres undefined) = KCNH2 3.1 inh = -7; uPA generation = -2%; Giardia killer = 10

Three of these compounds, reformatted:
molecule: CC(=O)n1c(-c2ccccc2)c(-c2ccccc2)n(C)c1=O
- KCNH2 3.1 inh: -2
- uPA generation: -1%
- Giardia killer: -15

molecule: Cc1ccc(Nc2nnc(SCC(O)=C(C#N)c3nc4ccccc4[nH]3)s2)c(C)c1
- KCNH2 3.1 inh: -14
- uPA generation: 2%
- Giardia killer: -17

molecule: CC(C(=O)O)n1cc(C#N)c(=O)[nH]c1=O (centres undefined)
- KCNH2 3.1 inh: 6
- uPA generation: -2%
- Giardia killer: -18
